High-throughput results: PubChem BioAssay, NCI
NCI-60 one-dose screen, 48 h, at 10 µM unless noted. Numbers give growth in % (100 = growth as untreated, 0 = no growth, -100 = all killed).
HL-60(TB): HL-60(TB) leukemia cells. 78,000 tested, 9% active. AID 1794776; active = growth percent below 10
* = called active by the depositor; & = joins results of further samples; [ ] = remark or other dose. Only part of the results is shown; count on the stated rates, not on these rows.

Structure	HL-60(TB)
CCCCN(CCCC)CC(O)CN(CC)CC (stereo not drawn)	108
COCCn1c(-c2csc(-c3cn(C)c4ccc(OC)cc34)n2)cc2cccnc21	56
CN=C(NC)NCc1ccccc1	111
O=C(Nc1ccc(OCc2ccccn2)c(Cl)c1)c1ccnnc1	108
C/C(=N\N1C(=O)c2ccccc2NC1c1ccc(F)cc1)c1c(O)cc(C)oc1=O (stereo not drawn)	86
Clc1ccccc1CC(c1ccccc1)N1CCCCC1 (stereo not drawn)	99
CC(C)(C)N	102
CC1CCC(C(C)C)C(NN)C1 (stereo not drawn)	70
C[N+](C)(C)CCOC(=O)c1ccccc1OCc1ccccc1	107
Cc1nn(-c2ccc(F)cc2)c2ncnc(Oc3ccc(NC(=O)Nc4cccc(C(F)(F)F)c4)cc3)c12	99
Cc1cc(C)c(C#N)c(OCCCCOc2nc(C)cc(C)c2C#N)n1	105
CCOC(=O)c1c(O)cc(-c2ccccc2)cc1-c1sc(N(C)Cc2ccccc2)nc1Cl	100
O=C(c1ccccc1)[C@@H](c1ccccc1)[C@]1(O)C(=O)Nc2ccccc21	107
O=C(Nc1ccccc1)Nc1nc2ccc([N+](=O)[O-])cc2[nH]1	70
Brc1ccc(-c2nnc3c4[nH]ccc4ncn23)cc1	100
Cc1nn(-c2ccccc2)c2c1C(c1cc3c(cc1Br)OCO3)C(C#N)=C(N)O2 (stereo not drawn)	111
CC1=NN(c2nc(-c3ccco3)c(C#N)c(=O)n2C)C(=O)C1N=Nc1ccc(C(=O)O)cc1 (stereo not drawn)	84
Nc1nc2c(s1)CCc1c-2cn(S(=O)(=O)c2ccccc2)c1-c1ccccc1	78
Nc1nc(N)nc(Nc2ccccc2)n1	88
COC(=O)[C@H](C(C)C)n1c(=O)c2cc(OC)c(OC)cc2c2cnc3[nH]ccc3c21	16
C[C@@]1([N+](=O)[O-])CC2CCC1C2 (stereo partly drawn)	97
COc1cccc(/C=N/NC(=O)c2cnn3c2NC(c2ccccc2)C3)c1Oc1ccccc1 (stereo not drawn)	75
CC(/C=N\NC(=O)C[N+](C)(C)C)=N/NC(=O)C[N+](C)(C)C	97
Cc1ccc2nc(-c3ccc(C(=O)NNC(=S)Nc4ccccc4)cc3)[nH]c2c1	98
O=C(Nc1ccc(NC(=O)C(Cl)(Cl)Cl)cc1)C(Cl)(Cl)Cl	103
CN(C)c1ccc(C2N(C)CCN2C)cc1	103
CN(C)c1nc(NCCNS(=O)(=O)c2ccc(C(=O)/C=C/c3ccc(Cl)cc3)cc2)nc(N2CCOCC2)n1	17
CCOC(=O)c1sc(-c2ccc(OS(=O)(=O)c3ccc(Br)s3)c(C=O)c2)nc1C	20
COc1cc(C)cc(OC)c1O	116
CN1CCN(Cc2ccc(NC(=O)c3cncc(C#Cc4cnc5ccc(OCC(F)F)nn45)c3)cc2C(F)(F)F)CC1	-52*
CCCn1c(=S)[nH]c2ccccc2c1=O	68
O=C(O)[C@@H]1c2ccccc2C(=O)N(c2ccccc2)[C@H]1c1ccccc1	100
COC(=O)c1ccccc1OCc1cc(=O)oc2ccc(C)cc12	95
COc1cc(NC(C)CCCNC(=O)CCC(=O)NCCCNCCCCNCCCNC(=O)CCC(=O)NCCCC(C)Nc2cc(OC)cc3cccnc23)c2ncccc2c1 (stereo not drawn)	97[9 µM]
O=C(CSc1nnc(-c2ccc(-c3nc4ccc(Cl)cc4[nH]3)cc2)o1)Nc1ccc(Br)cc1	30
NS(=O)(=O)c1ccc(C(=O)NN2C(=O)c3c(Br)c(Br)c(Br)c(Br)c3C2=O)cc1	103
NS(=O)(=O)c1ccc(N2C(=O)c3cc(Cl)c(Cl)cc3C2=O)cc1	70
Oc1ccccc1-c1nn(-c2ccccc2)cc1-c1nc2ccccc2o1	77
Cc1c(C2=NNC(c3ccc4c(c3)OCO4)C2)[n+]([O-])c2ccccc2[n+]1[O-] (stereo not drawn)	90
c1ncc2n[pH]nc2n1 (stereo not drawn)	88
CCCCCCCCCCCCCCNc1nc(CO)ncc1-c1ccc(C(F)(F)F)cc1	99
COc1ccc(N2CCN(C(=O)CCSc3nc4sc5c(c4c(=O)n3Cc3ccccc3)CCCC5)CC2)cc1	79
CCOC(=O)c1sc(NC(=O)/C=C/c2ccc(OC)c(OC)c2)nc1N1CCOCC1	68
CC(CCC(C)OS(=O)(=O)c1ccc(F)cc1)OS(=O)(=O)c1ccc(F)cc1 (stereo not drawn)	103
Cc1[nH]n(-c2ccccc2Cl)c(=O)c1/C=C1\C=Nc2ccccc21	124
CC12CCC(=O)C=C1C(O)CC1C2CCC2(C)C1CCC2(O)C(=O)CO (stereo not drawn)	104
O=C(O)c1ccc(S(=O)(=O)O)o1	100&100
CC1=CC(=O)C=C(C(C)C)/C1=C(\c1ccccc1C(=O)O)c1c(C)cc(OP(=O)(O)O)cc1C(C)C	93
CC(Oc1ccc(C(=O)NS(C)(=O)=O)cc1C(F)(F)F)c1ccc(Oc2ccccc2)cn1 (stereo not drawn)	96
O=C(N=c1n(-c2ccccc2)nc2n1CCN2C1=NCCN1C(=O)c1ccc(Cl)cc1)c1ccc(Cl)cc1	51
Cc1nc2ccccc2c(=O)n1CC(=O)N1NC(=O)CC1=O	90
NC(=O)c1cc(I)ccc1NC(=O)/C=C/c1ccccc1Cl	-34*
CN(C)N=Nc1ccccc1C(N)=O	98
COc1cc(NC(=O)Nc2cnc(Nc3ccc(N4CCOCC4)cc3)nc2Oc2ccc(F)cc2)cc(OC)c1	65
COP(=O)(OC)C(O)C(Cl)(Cl)Cl (stereo not drawn)	83&92
O=C1NCCN1c1ccccc1	95
CCc1c(C)c2ccc(OCC(=O)N=Nc3c(O)[nH]c4ccccc34)c(C)c2oc1=O	-22*
CCOC(=O)c1[nH]nc2c1C1(C(=O)Nc3ccccc31)C(C#N)=C(N)O2 (stereo not drawn)	101
C=C(C)[C@@H]1CC[C@]2(C)[C@H](CC=C3[C@@H]4CC(C)(C)CC[C@]4(C(=O)OC)CC[C@]32C)[C@@]1(C)CC/C(N)=N/O	2.4*
Nc1nc(=S)cc(Nc2ccccc2Cl)[nH]1	93

Continuation:
Structure	HL-60(TB)
CCN1C(=O)NC(=O)/C(=C/N(CCO)CCO)C1=O	99
Cc1ccc(N(CCCc2ccccc2)CCCc2ccccc2)cc1	87
N#CC1=C(N)ONC1c1cc(=O)oc2ccc(Cl)cc12 (stereo not drawn)	123
CN1C(=O)N(C)C2C1NN=c1s/c(=C\c3ccc(C(F)(F)F)cc3)c(=O)n12 (stereo not drawn)	-6.2*
Cc1ccc(-c2nc(C#N)c(S(=O)(=O)NCCO)o2)cc1	-20*
COc1cc(C(=O)Nc2cc(OC)c3ccn(C)c3c2)cc2c1C[C@]1(C)CC[C@@H](O)C(C)(C)[C@H]1O2	1.1*
O=C(O)C(Cc1ccccc1)NSc1ccccc1[N+](=O)[O-] (stereo not drawn)	111
CCOC(=O)C(C(C)=O)=P(c1ccccc1)(c1ccccc1)c1ccccc1	98
Clc1ccc(-n2cnc3c(Nc4ccccn4)nc(Cl)nc32)c(Cl)c1	99
C=C1CCC2C3(C)COC(c4ccccc4Br)OC3CCC2(C)C1C/C=C1/C(=O)OCC1OC(C)=O (stereo not drawn)	-49*
N#CCc1ccccc1C(=O)O	94
COc1ccc(C2=C(c3ccccc3)C(=O)C(c3ccccc3)=C2c2ccccc2)cc1	62
CNc1ccc(Nc2ccc(S(=O)(=O)O)cc2)c2c1C(=O)c1ccccc1C2=O	120
CN1C(=O)C(C2=NN(c3cc(Cl)cc(Cl)c3)C(c3ccc(F)cc3)C2)C(=O)N(C)C1=O (stereo not drawn)	79
CC(C)c1ccc(C(=O)Nc2sc3c(c2C#N)CCC(=O)C3)cc1	-17*
CN(C)C(=O)Nc1nc2cc(Cl)c(Cl)cc2[nH]1	-30*
COc1ccc2nc(NCCCNCCO)c3sc4ccc(F)cc4c(=O)c3c2c1	25
CCN1CCN(C(=O)[C@@]2(C)CC[C@]3(C)CC[C@]4(C)C(=CC(=O)[C@@H]5[C@@]6(C)C/C(=C/c7cccnc7)C(=O)C(C)(C)[C@@H]6CC[C@]54C)[C@@H]3C2)CC1	50
Cc1cc(O)cc(C)c1[N+](=O)[O-]	106
CCOC(=O)c1nnc2cc(-c3ccccc3)nn2c1-c1ccccc1	110
COc1ccc(/C=C/C(=O)c2cc(O)ccc2O)cc1	3.3*
Cc1ccsc1[C@@H]1C[C@@H]2Cc3ccccc3N1O2	96
C/C(=N\NC(=O)c1nc(N)n(-c2ccc(S(N)(=O)=O)cc2)n1)c1ccncc1	99
CCCc1nc2nc3c(c(C)nn3-c3ccccc3)c(-c3ccc(OC)cc3)c2c(=O)[nH]1	105
CCOC(=O)N1CCc2c(sc3nc(-c4ccccc4)nc(OCc4cn(Cc5nc6sc7c(c6c(=O)[nH]5)CCN(C(=O)OCC)C7)nn4)c23)C1	80
O=C(Oc1ccc(Cl)cc1Cl)C(=O)Oc1ccc(Cl)cc1Cl	95
Nc1ccc(C(=O)NCCSCCN2CCCCC2)cc1	104
O=[N+]([O-])c1ccc(NN=C(C2CC2)C2CC2)c([N+](=O)[O-])c1	84
CC(=O)[C@@H]1CC[C@]2(CN)CC[C@]3(C)[C@H](CC[C@@H]4[C@@]5(C)CCCNC(C)(C)[C@@H]5CC[C@]43C)[C@@H]12	68
O=C1Nc2ccc(S(=O)(=O)O)cc2C1=O	99

The last 7 entries of the part before come first, to join the parts.
Structure	HL-60(TB)
CCCc1nc2nc3c(c(C)nn3-c3ccccc3)c(-c3ccc(OC)cc3)c2c(=O)[nH]1	105
CCOC(=O)N1CCc2c(sc3nc(-c4ccccc4)nc(OCc4cn(Cc5nc6sc7c(c6c(=O)[nH]5)CCN(C(=O)OCC)C7)nn4)c23)C1	80
O=C(Oc1ccc(Cl)cc1Cl)C(=O)Oc1ccc(Cl)cc1Cl	95
Nc1ccc(C(=O)NCCSCCN2CCCCC2)cc1	104
O=[N+]([O-])c1ccc(NN=C(C2CC2)C2CC2)c([N+](=O)[O-])c1	84
CC(=O)[C@@H]1CC[C@]2(CN)CC[C@]3(C)[C@H](CC[C@@H]4[C@@]5(C)CCCNC(C)(C)[C@@H]5CC[C@]43C)[C@@H]12	68
O=C1Nc2ccc(S(=O)(=O)O)cc2C1=O	99
COC(=O)C1(CC(=O)c2ccc(OC)cc2)NC(=S)NC(=O)C1C#N (stereo not drawn)	110
Cc1c(Cl)ccc2c(=O)c(C(=O)O)c[nH]c12	97
Cc1ccc(C(=O)/C=C\C=C\c2ccccc2)cc1	109
O=C(Nc1ccccc1)Nc1ccc(F)c(C(=O)c2c[nH]c3ncccc23)c1F	116
COc1ccc(Nc2ncnc3c2cnn3-c2cccc(Br)c2)cc1	93
COc1ccc(/C=C/C(=O)c2ccc(OCc3ccccc3)c(OC)c2)cc1OC	64
CC(N)c1nnc2n(Cc3ccccc3)c(=O)c3c4c(sc3n12)CCCC4 (stereo not drawn)	94
COc1cc(NC(=O)COc2ccccc2)c(C(N)=O)cc1OC	-12*
O=C(O)c1cc(O)cc(O)c1	106
CC(C)N(C(=O)c1ccccc1)C(C)C	100
CC1Cc2c(Cl)ncnc2N(C)c2ccc(Cl)cc21 (stereo not drawn)	13
C=CCCNC(=S)SCC(NC(=O)CCC(N)C(=O)O)C(=O)NCC(=O)O (stereo not drawn)	108
Cc1cc(C)c(NC(=O)c2sc3nc4c(cc3c2N)C(=O)CCC4)c(C)c1	15
Cc1nc2nc(C(F)(F)F)[nH]c2nc1C	99
CNC(=O)c1cc(Oc2ccc3c(c2)sc2nc(-c4ccc(Cl)cc4)cn23)ccn1	88
CCN1CCN(C(=O)[C@]23CCC(C)(C)C[C@H]2C2=CC[C@@H]4[C@@]5(C)C/C(=C/c6ccccn6)C(=O)C(C)(C)[C@@H]5CC[C@@]4(C)[C@]2(C)CC3)CC1	67
O=C(SCN1CCCCC1)c1ccccc1	101
CC(=O)Nc1ccc(C=C2C(=O)NC(=S)NC2=O)cc1	121
CC(C)Cc1ccc(C[N+]23CN4CN(CN(C4)C2)C3)cc1	108
COc1ccc(-c2nnc(COc3ccc(C(=O)/C=C/c4ccccn4)cc3)o2)cc1	116
CN1CCN(c2ncnc3[nH]ccc23)CC1	99
O=C(O)c1ccccc1-c1ccccc1C(=O)Nc1ccc2c(c1)C(O)c1ccccc1-2 (stereo not drawn)	82
Nc1c(C(=O)Nc2ccc3c(c2)OCCO3)sc2ncccc12	107
S=c1ccnc[nH]1	59
CC(=O)Nc1cccc(OCc2cccc([N+](=O)[O-])c2)c1	103
Cc1ccc(S(=O)(=O)N(c2ccc(Cl)cc2)c2ccc(Br)cc2C(=O)O)cc1	110
O=C1CCC(N2C(=O)c3cccc(NCCCOCCOCCOCCCNc4cccc5c4C(=O)N(C4CCC(=O)NC4=O)C5=O)c3C2=O)C(=O)N1 (stereo not drawn)	100
CNC(=S)NNC(=O)Cn1nc(-c2ccccc2)ccc1=O	102
CSc1ccc(/C(=N/N=C(N)N)c2ccc(Cl)cc2)cc1	-45*
Oc1ccc(/C=N\N=C\c2ccc(O)cc2)cc1	100
NNC(=O)/C(=C\c1ccccc1)CC(=O)c1ccc(Cl)c(Cl)c1	99
c1ccc(-c2nnc3oc(-c4cccs4)nn23)cc1	100&111
CCOC(=O)c1ncc(-c2ccc(C(F)(F)F)cc2)c(NCCCC(F)(F)C(F)(F)C(F)(F)C(F)(F)C(F)(F)C(F)(F)C(F)(F)C(F)(F)F)n1	118
NC1=NC(c2ccc(N3CCCCC3)cc2)n2c(nc3ccccc32)N1 (stereo not drawn)	89

Arranged by count of non-hydrogen atoms (rising): part of the list above
Structure	HL-60(TB)
Oc1ccc(/C=N\N=C\c2ccc(O)cc2)cc1	100
c1ccc(-c2nnc3oc(-c4cccs4)nn23)cc1	100&111
NNC(=O)/C(=C\c1ccccc1)CC(=O)c1ccc(Cl)c(Cl)c1	99
